From PubChem BioAssay
TLR4 MyD88 comp: inhibitors of TLR4-MyD88 association in cells, primary screen, cell-based, HeLa CL3-4, BLA complementation, FRET ratio. Toll-like receptor 4 (Homo sapiens) + Myeloid differentiation primary response protein …. HeLa CL3-4 TLR4/MyD88 BLA complementation. inhibition, % at 8.4 µM. 0.18% of 200,000 active. AID 861, 2007; in the data active = inhibition above about 25%;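 note: 0% = vehicle and 100% = reference inhibitor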
Target sequence (O00206 whole entry, looked up): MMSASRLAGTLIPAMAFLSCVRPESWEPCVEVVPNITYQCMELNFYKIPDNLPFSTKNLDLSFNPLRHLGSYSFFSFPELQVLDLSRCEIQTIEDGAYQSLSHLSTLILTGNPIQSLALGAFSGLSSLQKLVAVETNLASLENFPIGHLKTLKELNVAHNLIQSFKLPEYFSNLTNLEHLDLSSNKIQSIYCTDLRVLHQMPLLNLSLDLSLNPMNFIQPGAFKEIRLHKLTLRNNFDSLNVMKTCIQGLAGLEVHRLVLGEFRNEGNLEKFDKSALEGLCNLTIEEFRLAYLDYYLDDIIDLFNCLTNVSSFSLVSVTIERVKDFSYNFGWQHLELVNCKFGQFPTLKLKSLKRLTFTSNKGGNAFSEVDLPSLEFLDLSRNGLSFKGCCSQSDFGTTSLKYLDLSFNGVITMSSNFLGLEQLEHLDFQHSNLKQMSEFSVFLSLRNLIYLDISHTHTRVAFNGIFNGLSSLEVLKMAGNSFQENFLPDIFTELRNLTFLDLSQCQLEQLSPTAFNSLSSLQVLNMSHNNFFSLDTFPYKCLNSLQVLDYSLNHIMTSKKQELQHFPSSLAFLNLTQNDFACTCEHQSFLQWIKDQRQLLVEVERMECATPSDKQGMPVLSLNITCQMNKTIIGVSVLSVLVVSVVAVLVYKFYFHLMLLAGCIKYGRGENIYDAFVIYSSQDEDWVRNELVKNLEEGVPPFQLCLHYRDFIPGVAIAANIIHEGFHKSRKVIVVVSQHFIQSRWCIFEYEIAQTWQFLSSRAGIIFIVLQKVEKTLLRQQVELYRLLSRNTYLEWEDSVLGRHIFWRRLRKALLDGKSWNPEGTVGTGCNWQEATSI
Target sequence (Q99836 whole entry, looked up): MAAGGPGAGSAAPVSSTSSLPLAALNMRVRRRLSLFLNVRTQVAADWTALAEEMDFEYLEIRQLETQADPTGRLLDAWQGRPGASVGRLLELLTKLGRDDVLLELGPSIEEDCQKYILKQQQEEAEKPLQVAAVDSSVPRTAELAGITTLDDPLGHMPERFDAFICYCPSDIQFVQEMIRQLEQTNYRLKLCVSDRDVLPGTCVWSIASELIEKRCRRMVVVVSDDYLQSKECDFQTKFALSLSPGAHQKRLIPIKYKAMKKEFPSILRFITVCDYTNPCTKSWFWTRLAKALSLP
STAT3 inh: IL-6 driven STAT3 reporter inhibitors, primary screen, U3A cells, luciferase, luminescence, MLSCN library. IL-6 STAT3-luciferase reporter; host cell line lacks STAT1. inhibition, % at 5.5 µM. 0.89% of 190,000 active. AID 862, 2007;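 active = inhibition above the mean inhibition across all screened compounds plus 3 SD, cut at about 44% in these data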;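 note: 0% = DMSO only wells and 100% = 100 µM nifuroxazide control wells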
STAT1 inh: STAT1 signaling inhibitors, primary screen, cell-based, HTS, luciferase reporter. NIH 3T3 STAT1-luciferase reporter, IFN-gamma, luminescence. inhibition, % at 5.5 µM. 0.35% of 200,000 active. AID 920, 2007;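 active = inhibition above a set limit, the mean inhibition across all tested compounds plus 3 SD, cut at about 34% in these data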;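 note: 0% = IFN-gamma with DMSO and 100% = IFN-gamma with 300 µM nifuroxazide; values of inactives mirror those of a sister screen read the other way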
STAT1 act: STAT1 signaling activators, primary screen, cell-based, HTS, luciferase reporter. 2.6% of 200,000 active. activation (% of control), % at 5.5 µM. NIH 3T3 STAT1-luciferase reporter, IFN-gamma, luminescence; 100% = IFN-gamma alone, no compound. AID 932, 2007;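 active = activation above the screen-wide mean activation plus 3 SD, cut at about 130% in these data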;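 note: raw ratio to IFN-gamma control signal so 100% means no change and 0% no light; values of inactives mirror those of a sister screen read the other way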
NF-kB expr up: activators of NF-kB expression in neurons, primary screen, cell-based, HTS. fold change at 12.5 µM. 1.6% of 190,000 active. human neuronal cells, NF-kB reporter expression; active compounds read high. AID 1239, 2008; in the data active = fold change above about 3.3
Redox H2O2 prof: compounds producing H2O2 with reducing agent – biochemical, NIH compound library profiling, artefact control for MLSCN library redox annotation, primary screen; DTT-dependent redox cycling H2O2, phenol red/HRP absorbance; 100% = 100 µM peroxide control, 0% = buffer; activation, % at 10 µM; 0.03% of 200,000 active;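 active = activation of at least 50% relative to the plate's high and low controls in the primary single-dose screen; inactive = activation below 50%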;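 note: compound incubated with DTT at 0.8 mM final as the reducing agent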
HMGR II inh: inhibitors of E. faecalis class II HMGR, primary screen, biochemical, Enterococcus faecalis; purified E. faecalis HMGR, NADPH absorbance 340 nm kinetic; inhibition, % at 10 µM; 0.41% of 190,000 active; AID 1066, 2008;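 active = inhibition above a set limit, the median over all tested compounds plus 3 SD, cut at about 9.5% in these data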;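 note: enzyme runs in reverse so mevalonate oxidation gives rising NADPH absorbance; 0% = complete reaction with DMSO and 100% = background rate lacking mevalonate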
APP 5'UTR act: activators of APP 5'UTR luciferase reporter, primary screen, SH-SY5Y cells | SH-SY5Y APP 5'UTR luciferase reporter, luminescence; zero percent = DMSO vehicle wells | activation, % at 2 µM | 1% of 190,000 active | AID 1276, 2008;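 active = activation above a set limit, based on mean plus 3 SD of controls, cut at about 140% in these data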; note: values of inactives mirror those of a sister screen read the other way
STAT3 act: IL-6 driven STAT3 reporter potentiators, primary screen, U3A cells, luciferase, luminescence, MLSCN library; IL-6 STAT3-luciferase reporter; 100% = signal with IL-6 EC80 alone; activation (% of control), % at 5.6 µM; 0.91% of 190,000 active; AID 871, 2007;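 active = activation above the screen-wide mean of compound activation plus 3 SD, cut at about 130% in these data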;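 note: 0% = background luminescence of wells with medium and substrate only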
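Assay system – human STAT1-deficient U3A cells with stable STAT3-luciferase reporter · Also added – IL-6 (33 ng/mL) · Schedule – compound 1 h, then IL-6 6 h at 37 °C · Technique – reporter luminescence signal · Evaluation – % activation versus median of IL-6-stimulated wells · Benchmarks – IL-6-only wells as 100% reference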
Hsp70 activator: Hsp70 transcriptional activators, primary screen, cell-based, HeLa, Hsp70 promoter luciferase, luminescence, 10 µM; HeLa Hsp70 promoter luciferase reporter; scaled: vehicle 0, proteasome-inhibitor control 100%; activation, % at 10 µM; 0.04% of 200,000 active; AID 1203, 2008;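 active = activation above the mean across all tested compounds plus 3 SD, cutoff set per campaign, cut at about 5.5% in these data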;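 note: 100% = MG132 at 30 µM as the positive control and 0% = DMSO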
Starred values were filed as active, the others as inactive; / = no result given. An excerpt; count on the stated rates, not on these rows.

canonical_smiles	TLR4 MyD88 comp	STAT3 inh	STAT1 inh	STAT1 act	NF-kB expr up	Redox H2O2 prof	HMGR II inh	APP 5'UTR act	STAT3 act	Hsp70 activator
COc1ccc(OC)c(NP(=O)(Oc2ccc(Cl)cc2)Oc2ccc(Cl)cc2)c1	-18	-3	18	84	0.86	-0.6	-5	-7	101	-0.5
COC(=O)OCC12CCC(O1)C1(C)C(=O)OCC21 (configuration not stated)	4	1	-5	105	1.2	0.1	-5	15	101	0.0
O=c1[nH]c(=O)n(-c2ccccc2)c(O)c1C=NC12CN3CN(CN(C3)C1)C2	7	3	4	96	1	-0.1	-3	8	102	-0.2
O=c1[nH]c(=O)n(-c2cccc3ccccc23)c(O)c1C=NCCCn1ccnc1	-6	8	-2	102	0.93	-0.3	-3	13	99	-0.1
O=[N+]([O-])/C(Cl)=C1\NCCN1Cc1ccc(Cl)nc1	8	4	-2	101	1.1	-0.6	14*	2	100	-0.1
O=C1CCCN1C(=O)c1cncc(Br)c1	-13	1	-1	101	0.98	0.2	-2	18	103	-0.1
Clc1cccc(N2CCNCC2)c1Cl	8	-2	-6	105	1.1	2.1	-7	-5	104	-0.5
c1ccc(-c2ccc(-c3n(-c4ccccn4)c4ccccc4[n+]3-c3ccccn3)cc2)cc1	-10	-1	4	96	0.88	0.3	-4	5	108	-0.1
CCN(CC)P(c1n(C)cc[n+]1C)N(CC)CC	-8	4	-2	101	1.3	-1.6	-5	9	99	-0.4
Cc1nn(Cc2ccccc2Cl)c(C)c1C(=O)OCC(=O)NC1CCS(=O)(=O)C1 (configuration not stated)	1	6	-4	104	1.1	-0.5	3	-7	99	-0.3
Cc1cc(C)cc(-n2c(O)c(C=Nc3ccc(N4CCOCC4)cc3)c(=O)[nH]c2=S)c1	-2	7	5	96	1.8	-0.2	2	-5	93	-0.4
COc1ccc(CC[n+]2cc(/N=C(\C)[O-])on2)cc1OC	2	8	5	95	0.95	-0.7	-4	9	96	0.0
CCNc1nc(Cl)nc(NC(C)C)n1	-10	-18	-3	105	1.1	-0.3	-1	10	112	-0.1
COP(=O)(OC)C1(Nc2ccc(C)cc2)CCCCC1	-5	6	-1	101	0.82	-0.4	0	-7	100	-0.2
O=C1NC(=O)N(c2ccccc2)C(=O)/C1=C/c1ccc2c(c1)Cc1ccccc1-2	4	13	-31	127	1.1	-0.1	2	-7	97	-0.1
O=C1C2CCN(CC2)C1Cc1ccc(OCCOc2ccccc2)cc1 (configuration not stated)	-3	9	-4	104	0.88	-1.4	-3	3	99	-0.4
C=CCN1C(=O)NC(=O)/C(=C/c2ccc(OC)c(CSc3ccccn3)c2)C1=O	-7	13	2	98	1.2	2.0	0	-9	92	-0.2
C=CCN1C(=O)CSc2ccc(C(=O)N3CCC4(CC3)OCCO4)cc21	-3	-1	4	97	1.2	-3.4	0	-2	103	-0.2
COc1ccc(CCC(C)NCCc2ccccc2)cc1 (configuration not stated)	10	3	-3	102	1.1	0.1	-6	14	103	0.6
CCOc1ccc(N2C(=O)NC(=O)/C(=C\c3ccc(N4CCOCC4)cc3C)C2=O)cc1	-9	7	-5	104	1.5	0.0	-2	8	99	-0.4
O=C1NC(=O)N(c2ccc3c(c2)OCO3)C(=O)/C1=C/c1ccc(N2CCCCC2)o1	3	7	2	98	0.94	-3.6	-3	-8	94	-0.3
CC12CN3CC(C)(CN(C1)C3c1cccs1)C2O (configuration not stated)	-5	-8	-7	107	1.1	3.5	-5	-27	109	-0.5
COc1cc(Br)cc(CN2CCN(C)CC2)c1O	-4	9	-5	105	1	0.9	-7	0	96	0.8
CCOC(=O)c1c(N)n(Cc2ccc(OC)cc2)c2nc3ccccc3nc12	-4	0	-9	108	0.84	0.8	4	-9	102	-0.3
O=C(c1cc(-c2ccc(Cl)cc2)n(-c2ccc(Cl)cc2Cl)n1)N1CCOCC1	8	15	-1	100	0.68	0.0	4	-7	97	0.0
Nc1ccccc1C(=O)OCC(=O)N1CCc2ccccc21	-5	4	-57	154*	2.2	0.2	2	13	97	-0.3
CCN1CCN(C(=O)Cc2ccccc2OC)CC1	4	-4	-10	107	1	-0.4	14*	-13	108	-0.1
Cc1cc(C(=O)N=Nc2c(O)n(C)c3ccccc23)c(C)o1	16	11	-33	129*	2.2	-0.3	-2	76	90	0.0
O=C(CNC1CCCCC1)N1CCC2(CC1)OCCO2	1	14	10	91	1.1	-0.6	-8	-1	91	-0.2
N#CCCn1cc(C=C2C(=O)NC(=O)NC2=O)c(-c2ccccc2)n1	9	12	1	99	1.1	-1.2	-7	12	90	0.0

Entries of single compounds, looked up by structure:
C=CCN1C(=O)NC(=O)/C(=C/c2ccc(OC)c(CSc3ccccn3)c2)C1=O across the screens: TLR4 MyD88 comp = -7; STAT3 inh = 13; STAT1 inh = 2; STAT1 act = 98; NF-kB expr up = 1.2; Redox H2O2 prof = 2.0; HMGR II inh = 0; APP 5'UTR act = -9; STAT3 act = 92; Hsp70 activator = -0.2
CCN1CCN(C(=O)Cc2ccccc2OC)CC1 across the screens: TLR4 MyD88 comp = 4; STAT3 inh = -4; STAT1 inh = -10; STAT1 act = 107; NF-kB expr up = 1; Redox H2O2 prof = -0.4; HMGR II inh = 14*; APP 5'UTR act = -13; STAT3 act = 108; Hsp70 activator = -0.1

Carrying on:
canonical_smiles	TLR4 MyD88 comp	STAT3 inh	STAT1 inh	STAT1 act	NF-kB expr up	Redox H2O2 prof	HMGR II inh	APP 5'UTR act	STAT3 act	Hsp70 activator
CN1CCc2nc3sc(C(=O)NC4CC4)c(N)c3cc2C1	-11	14	-6	106	1.1	-0.4	0	2	89	-0.1
CCCCn1c(O)c(C(C)=Nc2ccc(OCC)cc2)c(=O)[nH]c1=O	-2	3	-1	101	0.91	0.1	2	-4	101	-0.7
N#Cc1ccc(Cn2cc(C(=O)c3ccco3)c3ccccc32)cc1	-6	10	-5	104	0.86	1.0	-3	-3	94	-0.1
CC(C)c1ccc(C2N3CCCN23)cc1 (configuration not stated)	-5	-13	-4	104	1.2	0.0	-1	6	111	0.2
Cc1cccc(-n2c(C)nc3cc(C(=O)N4CCC5(CC4)OCCO5)ccc32)c1	-5	2	3	97	1	1.3	-1	-7	100	-0.2
CC(=O)c1ccc(OC(NC(=O)c2ccco2)C(Cl)(Cl)Cl)cc1 (configuration not stated)	-3	16	-2	102	1.1	0.8	-10	-5	95	0.0
CCc1ccc(N2C(=O)NC(=O)C(CCc3ccncc3)(CCc3ccncc3)C2=O)cc1	-5	-4	-3	102	1.2	0.0	-2	1	106	-0.3
Fc1ccc(CCNCc2ccc(Br)cc2)cc1	-3	0	4	97	1.1	-0.1	4	4	98	-0.1
CC1(C)C2CC=C(CN3CCC(O)CC3)C1C2 (configuration not stated)	3	7	8	93	1.1	-0.8	-3	12	96	-0.2
CN1C(=O)C(=Cc2c(OCc3cnc(Cl)s3)ccc3ccccc23)C(=O)N(C)C1=O	2	12	-13	110	1.5	-2.0	-1	48	93	-0.2
COc1ccc(CCN(C)Cc2ccc(F)cc2F)cc1OC	-1	-5	0	100	0.99	0.2	0	-11	104	-0.1
C=C1N2CCC(CC2)C1(O)c1ccc(C)cc1 (configuration not stated)	-5	1	-2	102	1.2	0.2	-4	0	99	-0.4
Cc1ccc(CNCCc2ccccc2F)cc1	-8	-5	2	98	1.1	-0.3	-3	-12	102	-0.5
COc1ccc(-n2c(/C=C3/C(=O)Nc4ccccc43)nc3ccccc3c2=O)cc1	5	13	-1	100	0.92	0.1	-3	-6	98	0.6
Cn1c(O)c(C=NC2CC(C)(C)NC(C)(C)C2)c(=O)n(C)c1=O	-11	-2	-1	101	0.92	-0.9	1	-13	104	-0.3
Cc1ccc(-n2c(-c3cccs3)nc3ccccc3c2=O)cc1	2	9	-2	102	0.98	-2.9	-4	0	99	0.1
C=CCN1C(=O)C2(C(C(=O)OCC)=C(N)Oc3ccccc32)C2=C1CCCC2=O (configuration not stated)	8	1	-2	102	0.83	0.4	1	-6	100	-0.4
Cc1nc2ccccc2c(=O)n1-c1ccc(Br)cc1[N+](=O)[O-]	-17	18	-2	100	1.1	-0.3	-1	30	86	-0.1
COCCNC(=O)c1c(N)n(CCC(C)C)c2nc3ccccc3nc12	-8	2	-3	102	0.43	0.7	-1	-3	103	-0.2
CCC1(CC)C(=O)NC(=Nc2cccc(C(F)(F)F)c2)NC1=O	3	4	5	95	1.6	0.8	-1	0	107	0.1
Cc1cc(Cl)ccc1OC(C)C(=O)O (configuration not stated)	14	2	-6	105	1.3	2.5	0	12	100	0.1
CC(C)(C)NC(=O)Cn1cc(C(=O)c2ccccc2F)c2ccccc21	-2	-1	-4	103	1.4	-2.9	5	5	102	0.5
COc1ccc(C(CC(=O)N2CCC3(CC2)OCCO3)NS(=O)(=O)c2ccc(OC)cc2)cc1 (configuration not stated)	10	4	1	101	1.4	-2.1	1	15	101	0.0
O=C(CN1CC=C(c2ccccc2)CC1)NC(=O)NCc1ccccc1	4	19	-7	105	0.95	-1.4	0	8	87	0.0
Cc1c2ccncc2c(C)c2c1[nH]c1ccccc12	-3	-17	-31	128	0.65	-0.7	/	-67	118	0.4
COc1ccc(OC)c(/C=N/OC(=O)Nc2ccc(Cl)cc2)c1	-5	-4	14	87	1.5	-1.7	-10	3	105	-0.3
O=C(OCC(=O)c1ccc([N+](=O)[O-])cc1)/C(=C/c1ccc(Cl)cc1)NC(=O)c1ccccc1	-16	14	9	92	1.1	-0.9	-5	-8	89	-0.2
C1CNC2NCCNC2N1 (configuration not stated)	-2	0	-5	104	1.3	0.3	-4	15	104	0.3
Cc1cccc(N2C(=O)NC(=O)/C(=C\c3cnn(-c4ccccc4)c3)C2=O)c1	1	-4	-10	109	1	-3.5	0	0	108	-0.1
O=C(N/N=C1/CN2CCC1CC2)c1cc2ccccc2cc1O	9	-4	-6	106	1.2	1.8	-3	10	108	-0.1
N#CC1=C(N)Oc2c(c(=O)oc3ccccc23)C1c1cccnc1 (configuration not stated)	-3	9	24	78	0.65	-1.4	-5	-6	97	0.0
Cc1[nH]c2ccccc2c1CCN	-5	-20	4	96	0.92	1.3	2	4	120	-0.2
C=CCn1c(O)c(C(CC)=Nc2ccc(N(CC)CC)cc2)c(=O)[nH]c1=O	-6	6	14	87	0.77	-1.4	0	-5	98	0.1
CCn1c(=O)cc(OCC(=O)N2CCC3(CC2)OCCO3)c2ccccc21	-8	8	5	95	1.7	5.3	0	4	96	1.3
CC(=NCc1cccnc1)c1c(O)n(C2CCCCC2)c(=O)[nH]c1=O	-10	10	-6	105	0.75	-1.2	0	-5	94	-0.1
CN(C)C(=O)Oc1ccc(Br)c2ccccc12	-5	5	-12	110	0.96	-0.3	5	-7	100	0.3
